# SENP1 inh: human SENP1 catalytic domain inhibitors, primary screen, biochemical, FRET, uHTS | Sentrin-specific protease 1 (Homo sapiens), Q9P0U3 | recombinant SENP1 catalytic domain, CyPet-SUMO1-YPet FRET cleavage | inhibition, % at 10 µM | 360,000 tested, 0.21% active;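 active means inhibition at least 30% at 10 µM, raw YFP signal under a set limit, fluorescence ratio 0.5 to 1.5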;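 further: 0% = enzyme with DMSO and 100% = no enzyme wells; some results filed as inactive read as strong as hits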
# Target sequence (Q9P0U3 419-644 limits assumed): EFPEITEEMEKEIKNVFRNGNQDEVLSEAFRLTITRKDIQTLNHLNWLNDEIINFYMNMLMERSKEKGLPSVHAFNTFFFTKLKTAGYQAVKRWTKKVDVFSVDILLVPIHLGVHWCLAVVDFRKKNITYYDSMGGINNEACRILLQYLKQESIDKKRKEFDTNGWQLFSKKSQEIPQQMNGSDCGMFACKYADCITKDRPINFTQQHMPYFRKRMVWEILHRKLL
#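 Material – human SENP1 catalytic domain · Input – SENP1 enzyme, 20 pM final · Compound dosing – single concentration of 10 µM compound, 0.5% DMSO final · Timing – enzyme reaction for 50 min at room temperature, dark · Measured by – FRET fluorescence in CFP and YFP emission channels · Control set – no-enzyme wells low, DMSO-plus-enzyme wells high control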
# Active calls of the source: *.
SENP1 inh | canonical_smiles
-4.2 | CC1Sc2ccc(C(=O)N(CCc3ccccc3)Cc3ccccc3)cc2NC1=O (stereo not given)
0.2 | Cc1cc(F)ccc1C(O)c1ncc(-c2cccc(F)c2)[nH]1 (stereo not given)
-35.0 | COC(=O)c1c(C(=O)OC)c2c(-c3ccccc3)cc3cccc1n32
0.9 | COc1ccc(C(=O)OCc2ccccc2C#N)cc1S(=O)(=O)N1CCOCC1
-6.4 | N#CC(C#N)=C1CCCc2sccc21
-0.3 | Cc1ccc(NC2C(=O)NC(=O)NC2=O)cc1
1.0 | CC(=O)N1C2=CCCC3CCCCC23c2ccccc21 (stereo not given)
-10.9 | COc1ccc(CNc2nccn3ccnc23)cc1
0.2 | O[C@H]1CN(CC2CCCCC2)[C@@H](c2ccccc2)C[C@@H]1n1cc(C2CC2)nn1
-15.8 | COc1cccc(OC)c1-c1cnc(NC(C)=O)cn1
2.3 | COc1ccccc1N1CCN(C(=O)c2oc3cc(C)c(C)cc3c2C)CC1
0.1 | COc1ccc(-c2csc(C(C)(O)c3cccc(F)c3)n2)cc1 (stereo not given)
-0.3 | CCCCCCCCN1C(=O)[C@H](CC(=O)N2CCN(C(=O)OCC)CC2)C[C@@]2(C(=O)OC)CCCCC=C12
-0.6 | O=c1[nH]c2nc(Cl)nc(Cl)c2[nH]1
-3.5 | C[C@H]1CN([C@@H](C)CO)C(=O)CCCn2cc(nn2)CO[C@@H]1CN(C)C(=O)Nc1ccc(-c2cccs2)cc1
-3.0 | CCN(CC)CCNC(=O)/C(=C\c1cccn1C)NC(=O)c1cccs1
3.1 | COC(=O)C[C@H]1CC[C@H](NC(=O)c2cccc(F)c2)[C@@H](CO)O1
0.2 | O=C(NCC(=O)N1CCN(Cc2ccccc2)CC1)c1ccccc1Cl
-23.5 | COC(=O)c1ccc2nc(-c3ccccc3)c(Cc3ccc(OC)cc3C)n2c1
-5.0 | CCOc1ccc(OCCC(=O)OCC(=O)c2c(N)n(CC(C)C)c(=O)n(C)c2=O)cc1
1.1 | CCCC(C)(C)C(=O)N1CCC1(C)C(=O)NS(=O)(=O)c1ccc(Cl)cc1 (stereo not given)
2.9 | Cc1ccc(Cl)cc1-c1cc(C(=O)N2CCN(c3ccncc3)CC2)[nH]n1
0.3 | Cc1ccccc1-c1cc2nc(OCC3CCCO3)n(C)c(=O)c2s1 (stereo not given)
-25.1 | CCCCn1c(NC(=O)c2ccco2)c(S(=O)(=O)c2ccc(C)cc2)c2nc3ccccc3nc21
-27.2 | COc1cccc(C#Cc2ccc3c(c2)O[C@H](CN(C)S(=O)(=O)c2ccccc2F)[C@H](C)CN([C@H](C)CO)S3(=O)=O)c1
-0.4 | Cc1cc(Br)cn2c(Cc3ccsc3)c(-c3ccco3)nc12
-18.6 | COC(=O)C1=CN(c2ccc(OC)cc2OC)C(N)=C(C#N)C1c1ccc(OC)cc1 (stereo not given)
-1.6 | COc1cc(NC(=O)C2=C(C)OCCS2)c(Cl)cc1C(=O)NCCCN1CCCC(C)C1 (stereo not given)
2.4 | O=C(CC(NC(=O)OCc1ccccc1)c1nn[nH]n1)OCc1ccccc1 (stereo not given)
-1.6 | CCc1nc2ccc(C(=O)NCc3ccccc3OC)cn2c1N(C)Cc1ccc(N(C)C)cc1
-0.2 | CCc1nc2c(OCCn3cccc3)cccn2c1N(C)C(=O)c1ccco1
3.5 | C[C@H](O)CNC(=O)c1[nH]cnc1C(=O)Nc1cccc(Cl)c1
-16.2 | CC(C)c1cc(Cn2c3ccccc3c(=O)n2C(C)Cn2cc(C3CC3)nn2)on1 (stereo not given)
1.1 | CCN(CC)C(=O)C1=C(C)N(CCC2=CCCCC2)C(=O)C(CC(=O)NCCN2CCOCC2)C1 (stereo not given)
-1.0 | CN1OC[C@@H]2CN(C(=S)NCCc3ccccc3)[C@H](c3ccc(N4CCCCC4)cc3)C[C@@H]21
-3.5 | COC(=O)c1ccc(Cn2c(C)c(C(=O)NCc3ccc(Cl)c(Cl)c3)sc2=O)o1

# Some of the entries above, reformatted.
CC(C)c1cc(Cn2c3ccccc3c(=O)n2C(C)Cn2cc(C3CC3)nn2)on1 (stereo not given)
- SENP1 inh: -16.2
Cc1cc(Br)cn2c(Cc3ccsc3)c(-c3ccco3)nc12
- SENP1 inh: -0.4

# Additional entries:
SENP1 inh | canonical_smiles
1.4 | CC1(C)OC(=O)C2=C(C[C@@H](CCC(F)(F)F)O[C@H]2c2ccc(F)cc2)O1
1.7 | COc1cccc(CNC(=O)[C@@H]2CCCN2C(=O)[C@H]2CCCCN2C(=O)c2ccc(Cl)cc2)c1
-7.8 | COc1ccc(CC(=O)OCC(=O)Nc2ccc3[nH]c(=O)[nH]c3c2)cc1OC
1.5 | Cc1ccc(NC(=O)C(C)S)cc1 (stereo not given)
1.6 | CC(C)NC(=O)c1cc(C2CCCCN2S(=O)(=O)c2cccs2)on1 (stereo not given)
-1.6 | O=C(/C=C/c1ccccc1)Nc1cccc(C(=O)NC2CC2)c1
1.9 | O=C(Cc1cccc(NC(=O)C2CCCN(C(=O)C3CC3)C2)c1)Nc1ccc(C(=O)N2CCCCC2)cc1 (stereo not given)
-0.6 | Clc1nc(NCCc2ccccc2)c2cn[nH]c2n1
-2.0 | CC(C)(C)OC(=O)NCCCCCNC(=O)c1[nH]cnc1C(=O)Nc1cc(Br)ccc1F
2.3 | CN(CC(=O)NCC1CCCO1)S(=O)(=O)c1ccc2ccccc2c1 (stereo not given)
0.1 | CC12CCC(C(=NO)C1=O)C2(C)C (stereo not given)
-0.7 | CN(C)c1ccc(-c2ccnc3c2CC(C)(C(=O)NCC2CC2)O3)cc1 (stereo not given)
-11.6 | CC(=O)Nc1cc(-c2ccc(CO)cc2)cn2c(-c3ccc(F)c(Cl)c3)cnc12
-2.5 | CC(C)NC(=O)N(C)C[C@@H]1OCc2cnnn2CCCC(=O)N([C@@H](C)CO)C[C@H]1C
1.7 | CC(C)C[C@@H]1CC2=C(C(=O)OC(C)(C)O2)[C@H](CCc2ccccc2)O1
7.1 | COc1ccccc1NC(=O)C(=O)N/N=C/c1ccc([N+](=O)[O-])s1
0.9 | CC(=NNC(=S)Nc1ccccc1Cl)c1ccccn1
-12.0 | CC(=O)Nc1cc(-c2ccc(F)cc2)cn2c(-c3ccc(S(C)(=O)=O)cc3)cnc12
0.1 | C#CCN(C[C@@H]1[C@@H](OC(=O)NCc2ccc(OC)c(OC)c2)[C@@H](OC(=O)NCc2ccc(OC)c(OC)c2)Cn2c(=O)ccc(=O)n21)S(=O)(=O)c1ccc(C)cc1
-2.2 | CCCCN(C(=O)c1cc(CN2C(=O)c3ccccc3C2=O)ccc1OC)c1c(N)n(CC(C)C)c(=O)[nH]c1=O
-1.8 | CN(C)S(=O)(=O)c1cccc(NC(=O)C2CCCN(C(=O)c3ccc(Cl)cc3)C2)c1 (stereo not given)
3.9 | COc1ccc(S(=O)(=O)N2CCCCC2c2cc(C(=O)Nc3ccc(OC)cc3C)no2)cc1 (stereo not given)
-4.8 | O=C(CCc1nnc(Cc2c[nH]c3ccccc23)o1)NCCC1CCCCO1 (stereo not given)
2.3 | C#CCN1CCc2onc(-c3ccccc3OC)c2C1=O
-1.7 | COC(=O)c1cccc(CC2(C)C(=O)Nc3cc(-c4ccccc4Cl)ccc32)c1 (stereo not given)
-0.5 | CN(Cc1ccccc1)C(=O)CN1C(=O)NC2(CCCc3sccc32)C1=O (stereo not given)
-0.6 | COc1ccc(C(O)c2nc(-c3ccncc3)cs2)cc1 (stereo not given)
-21.6 | Nc1cccc(-c2c[nH]c3ncc(-c4cccnc4)cc23)c1
-1.4 | COc1cccc(S(=O)(=O)N(C)C[C@H]2Oc3cc(Br)ccc3S(=O)(=O)N([C@@H](C)CO)C[C@H]2C)c1
2.2 | OC(c1cccnc1)c1nc(-c2cccc(F)c2)cs1 (stereo not given)
-0.1 | Cc1ccc(S(=O)(=O)N2CCOCC2)cc1NC(=O)c1ccncc1
0.5 | Cc1ccc(S(=O)(=O)N2CCSCCSCCSCCSCC2)cc1
0.3 | O=C(c1ccccc1)C1CC1c1ccccc1 (stereo not given)
1.3 | CNC[C@H]1OCc2cnnn2CCCC(=O)N([C@H](C)CO)C[C@@H]1C
3.4 | Cc1cccc(CN2CCC(CNC(=O)Nc3ccccc3F)CC2)c1
4.3 | COc1ccc(S(=O)(=O)N2CCN(c3ccccc3)CC2)cc1OC

# Copied from the list.
# O=C(c1ccccc1)C1CC1c1ccccc1 (stereo not given) in SENP1 inh = 0.3
# CN(Cc1ccccc1)C(=O)CN1C(=O)NC2(CCCc3sccc32)C1=O (stereo not given) in SENP1 inh = -0.5
# Cc1ccc(S(=O)(=O)N2CCOCC2)cc1NC(=O)c1ccncc1 in SENP1 inh = -0.1

# Next section.
SENP1 inh | canonical_smiles
-3.8 | CCN(C(=O)COC(=O)c1cc(=O)[nH]c2ccccc12)c1c(N)n(Cc2ccccc2)c(=O)[nH]c1=O
1.9 | Cc1nc([N+](=O)[O-])c(Br)n1Cc1ccc(Cl)c(Cl)c1
-3.8 | c1csc(C2=NNC(=NC3CCCCC3)SC2)c1
1.8 | COc1ccc(Cn2cc(CN3CC(N4CCN(Cc5ccccc5F)CC4)CS3(=O)=O)nn2)cc1 (stereo not given)
-1.2 | CC(=O)Nc1ccc(N=Cc2ccc(OCc3ccccc3)cc2)cc1
1.9 | CC1(C(=O)NS(=O)(=O)c2cccc(F)c2)CCN1C(=O)CCC1CCCC1 (stereo not given)
0.8 | Cc1cc(O)c(N=Nc2ccc(C(=O)O)cc2)cc1C
0.1 | Cc1oc(-c2cccs2)cc1C(=O)N1CCC(C)(C(=O)NS(=O)(=O)C2CC2)C1 (stereo not given)
1.0 | CCOC(=O)/C=C/C(=O)Nc1ccc(S(=O)(=O)Nc2cc(OC)nc(OC)n2)cc1
-0.4 | CCC(C)CN1C(=O)CSCC1(C)C(=O)Nc1c(C)cccc1C (stereo not given)
2.7 | CC(C)(C)C(=O)Nc1ccc(Cc2ccncc2)cc1
-0.6 | COc1ccc(NC(=O)/C(Cl)=C(/Cl)S(=O)(=O)Cc2ccccc2)cn1
0.1 | C=C(C(=O)c1ccccc1)C(NC(C)(C)C)c1ccccc1 (stereo not given)
-0.5 | Cc1ccc(C2(CCNC(C)c3cccs3)CCOC(C(C)C)C2)cc1 (stereo not given)
2.9 | CC(C)C[C@@H]1Cc2[nH][nH]c(=O)c2[C@H](CCc2ccccc2)O1
2.9 | Cc1ccc2nc(-c3cccc(Br)c3)c(Cc3ccccc3)n2c1
-1.1 | Cc1ccc(S(=O)(=O)SCCCSS(=O)(=O)c2ccc(C)cc2)cc1
0.7 | CCNC(=O)N(C)c1c(CC)nc2ccc(C(=O)N3CCN(C(=O)c4ccco4)CC3)cn12
-44.3 | COC(=O)C1=CN(c2ccc(F)cc2)C(N)=C(C#N)C1c1cccc(OC)c1OC (stereo not given)
-0.1 | CCCc1c(C(=O)N/N=C(\C)c2ccc3c(c2)OCO3)nnn1-c1nonc1N
-0.1 | COc1cccc2c(SCC(=O)N/N=C/c3ccc(O)c(O)c3)cc(C)nc12
-0.2 | CCC(=O)N1CCCC(C)(C(=O)Nc2ccc3oc(CC)nc3c2)C1 (stereo not given)
-1.1 | CCCNC(=O)C[C@@H]1C[C@H]2c3cc(NC(=O)c4ccc5c(c4)OCO5)ccc3O[C@H]2[C@@H](CO)O1
-7.4 | COc1ccccc1CNC(=O)C[C@@H]1C[C@H]2c3cc(N(C)C)ccc3O[C@H]2[C@H](CO)O1
2.5 | O=C(Nc1cccc(Cl)c1)c1csc([C@@H]2O[C@H](CO)[C@H](O)[C@H](O)[C@H]2O)n1
5.6 | COc1ccc(-c2nc3ccc(Cl)cn3c2Cc2ccc(C)cc2)cc1OC
-2.0 | O=C1[C@H](Cc2ccccc2)NCC=CC[C@@H](c2ccco2)N1Cc1ccccc1
-0.7 | CS(=O)(=O)Nc1ccc(-c2cncc3nccn23)cc1
-0.5 | Cc1ccc(S(=O)(=O)N2CCC(=O)N([C@H](COCc3cccc(Cl)c3)Cc3ccccc3)CC2)cc1
-1.6 | CN(C(=O)c1cccc(NC(=O)Cc2ccc(NC(=O)C3CCCN(C(=O)CCc4ccccc4)C3)cc2)c1)C1CCC1 (stereo not given)
2.3 | O=C(COC(=O)/C=C/c1ccc(Cl)cc1)NC1CCS(=O)(=O)C1 (stereo not given)
-2.3 | OC(c1ccc2c(c1)OCO2)c1ncc(-c2ccccc2)[nH]1 (stereo not given)
-3.0 | COc1ccc(NC(=O)Nc2cccs2)cn1
4.2 | CCCC(=O)N1CCC1(C)C(=O)Nc1cc(-c2ccccc2)nn1C (stereo not given)
1.4 | NC(=O)CN1C(=O)C2C3CCC(C3)C2C1=O (stereo not given)
0.7 | COc1ccc(C(=O)OC2C(OC)OCC(O)C2O)cc1 (stereo not given)
0.5 | O=C(Oc1ccc(Nc2ncnc3ccccc23)cc1)c1cccnc1
0.0 | C[C@H](CO)N1C[C@H](C)[C@@H](CN(C)C(=O)Nc2cccc(F)c2)Oc2ncc(Br)cc2C1=O
0.4 | COc1ccc(N2CCN(C(=O)COC(=O)[C@@H](NC(=O)c3c(F)cccc3F)C(C)C)CC2)cc1
-0.9 | COc1cccc(NC(=O)Nc2nnc(COCCO)s2)c1
4.0 | O=C(COc1ccc2ccc(=O)oc2c1)NCCN1CCOCC1
-1.2 | Oc1ccc(Br)c(CN2CCN(c3ncc(Cc4ccccc4)cn3)CC2)c1
0.8 | NC(CSCc1ccccc1)C(=O)Nc1ccc([N+](=O)[O-])cc1 (stereo not given)

# 3 structures from above, sorted by heavy-atom count, high to low.
SENP1 inh | canonical_smiles
-0.2 | CCC(=O)N1CCCC(C)(C(=O)Nc2ccc3oc(CC)nc3c2)C1 (stereo not given)
0.1 | COc1ccc(-c2csc(C(C)(O)c3cccc(F)c3)n2)cc1 (stereo not given)
3.5 | C[C@H](O)CNC(=O)c1[nH]cnc1C(=O)Nc1cccc(Cl)c1

# High-throughput results from PubChem.

# The list is partial; the hit share may differ from the screen's.
